# Compound activity: PubChem BioAssay, Sanford-Burnham Center for Chemical Genomics
# UBC13 inh: blocks human UBC13 polyubiquitin chain formation; TR-FRET; inhibition, % at 20 µM; 0.47% of 330,000 active; P61088; in the data active = inhibition above about 45%, passing the limit was not always enough
# CXCR6 block: inhibitors of human CXCR6 receptor. inhibition, % at 20 µM. CHO-K1 PathHunter CXCR6 beta-arrestin, luminescence. AID 602244. 0.36% of 360,000 active; in the data active = inhibition above about 34%, passing the limit was not always enough;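 note: antagonist mode with CXCL16 agonist at 10 nM final; 0% = 10 nM CXCL16 with DMSO and 100% = unstimulated wells without agonist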
# Target sequence (O00574 whole entry, looked up): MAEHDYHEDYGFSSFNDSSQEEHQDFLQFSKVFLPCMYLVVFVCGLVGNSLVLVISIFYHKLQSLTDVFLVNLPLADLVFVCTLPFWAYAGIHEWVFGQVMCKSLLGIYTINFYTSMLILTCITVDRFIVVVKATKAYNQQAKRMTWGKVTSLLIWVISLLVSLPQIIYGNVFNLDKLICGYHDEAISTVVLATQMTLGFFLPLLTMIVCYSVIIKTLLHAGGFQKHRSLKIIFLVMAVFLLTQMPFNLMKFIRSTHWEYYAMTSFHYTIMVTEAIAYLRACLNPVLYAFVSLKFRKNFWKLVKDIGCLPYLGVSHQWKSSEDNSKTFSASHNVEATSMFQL
# APJ agonist: activates the human apelin receptor APJ | CHO-K1 APJ PathHunter beta-arrestin, luminescence; 0% DMSO wells, 100% apelin | activation, % at 20 µM | 0.11% of 330,000 active | AID 2520;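 active = activation more than six SD over the plate average, tested at 20 µM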;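 note: 0% = DMSO alone and 100% = apelin-13 at 10 nM; some results filed as inactive read as strong as hits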
#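 Test system: CHO-K1 APJ beta-arrestin complementation cell line | Compound: Single test compound dose, 20 µM final, 1% DMSO | Incubation: Compound 90 min 25 °C, reagent 1 h | Measured by: beta-gal luminescence | Read-out basis: APJ–arrestin association signal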
# ATG4B inh: inhibitors of human ATG4B cysteine protease. 0.51% of 340,000 active. inhibition, % at 8.33 µM. ATG4B cleavage of LC3-PLA2, NBD-HPC fluorescence, 1 h; in the data active = inhibition above about 40%
# EBI2 antag: EBI2 (human) antagonism; P32249; EBI2 beta-arrestin recruitment, luminescence, 7a,25-OHC stimulated; inhibition, % at 5 µM; 0.81% of 360,000 active; in the data active = inhibition above about 38%;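 note: enzyme fragment complementation signal reports receptor beta-arrestin coupling in cells; 0% = agonist plus DMSO wells and 100% = wells without agonist; some results beyond the cut were filed as inactive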
# Target sequence (P32249 whole entry, looked up, the tested form may be a part): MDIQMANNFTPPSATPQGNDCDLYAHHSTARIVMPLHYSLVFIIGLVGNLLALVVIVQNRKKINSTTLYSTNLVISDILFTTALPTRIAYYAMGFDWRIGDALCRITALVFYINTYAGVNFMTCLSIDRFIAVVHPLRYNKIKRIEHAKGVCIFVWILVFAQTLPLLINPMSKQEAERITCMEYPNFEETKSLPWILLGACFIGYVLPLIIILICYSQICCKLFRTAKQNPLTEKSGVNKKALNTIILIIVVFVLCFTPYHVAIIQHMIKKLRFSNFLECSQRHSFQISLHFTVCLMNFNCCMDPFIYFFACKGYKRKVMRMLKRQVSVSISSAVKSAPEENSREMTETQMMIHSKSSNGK
# CCR6 antagonist: antagonists of human CCR6 receptor | P51684 | CHO-K1 CCR6 PathHunter beta-arrestin, luminescence, CCL20-stimulated | inhibition, % at 20 µM | 0.49% of 340,000 active | AID 493098;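 active = compounds whose inhibition of the agonist-driven luminescence signal at 20 µM reaches about 50%, limit read from the data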;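 note: cells stimulated with CCL20 at 14 nM final; plate controls were DMSO with CCL20 for no effect and DMSO without agonist for full effect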
# Target sequence (P51684 whole entry, looked up): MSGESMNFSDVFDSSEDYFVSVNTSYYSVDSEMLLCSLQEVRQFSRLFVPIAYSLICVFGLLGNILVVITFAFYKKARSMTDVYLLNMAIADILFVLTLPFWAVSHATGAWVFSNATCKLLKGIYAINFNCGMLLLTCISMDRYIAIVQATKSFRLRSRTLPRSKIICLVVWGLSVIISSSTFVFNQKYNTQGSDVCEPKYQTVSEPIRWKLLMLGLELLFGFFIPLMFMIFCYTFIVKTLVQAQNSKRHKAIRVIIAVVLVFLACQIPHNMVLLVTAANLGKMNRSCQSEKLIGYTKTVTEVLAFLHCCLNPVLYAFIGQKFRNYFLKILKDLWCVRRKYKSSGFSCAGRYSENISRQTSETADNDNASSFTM
# Gli-Sufu block: blocks Gli-Sufu signaling in a luciferase reporter; inhibition, % at 5 µM; 0.74% of 340,000 active; Sufu-KO-LIGHT fibroblasts, Gli luciferase reporter luminescence; AID 588413;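 active = inhibition above about 55%, limit read from the data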;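 note: 0% = DMSO-treated cells and 100% = wells with medium but no cells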
# APJ antagonist: APJ receptor antagonism | CHO-K1 APJ beta-arrestin complementation, luminescence | AID 2521 | inhibition, % at 20 µM | P35414 | 0.32% of 330,000 active;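 active = inhibition above about 40% at 20 µM, limit read from the data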;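 note: cells challenged with 10 nM apelin-13 agonist together with compound; plate controls were apelin-13 plus DMSO wells for no effect and DMSO wells lacking apelin-13 for full effect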
# Active calls of the source: *; · = not tested or not shown.
# Sample of the layout, 6 compounds:
SMILES,UBC13 inh,CXCR6 block,APJ agonist,ATG4B inh,EBI2 antag,CCR6 antagonist,Gli-Sufu block,APJ antagonist
O=C(CCC1CCCCC1)Nc1cc(C(F)(F)F)ccc1N1CCOCC1,-2,3,-10,8,28,22,7,1
O=C(CSc1ccccc1)N1CCCC(Nc2ccccc2)C1 (configuration not stated),5,-3,-2,8,3,4,-23,3
CCn1cc(C(=O)NCCc2ccccc2C)c(=O)c2ccc(C)nc21,-7,7,-2,5,-8,1,2,14
O=C(c1cccnc1)N1CCN(S(=O)(=O)c2cccs2)CC1,-7,-7,-1,1,7,-5,4,-37
CCOC(=O)C1CCN(c2c(-c3ccccc3)c3cc(Cl)ccc3[nH]c2=O)CC1,45,0,-2,2,13,7,27,-23
CCCCCSc1nnc(N)s1,4,-1,2,-6,-19,4,-1,-8

# The listing, repeating the preview:
SMILES,UBC13 inh,CXCR6 block,APJ agonist,ATG4B inh,EBI2 antag,CCR6 antagonist,Gli-Sufu block,APJ antagonist
O=C(CCC1CCCCC1)Nc1cc(C(F)(F)F)ccc1N1CCOCC1,-2,3,-10,8,28,22,7,1
O=C(CSc1ccccc1)N1CCCC(Nc2ccccc2)C1 (configuration not stated),5,-3,-2,8,3,4,-23,3
CCn1cc(C(=O)NCCc2ccccc2C)c(=O)c2ccc(C)nc21,-7,7,-2,5,-8,1,2,14
O=C(c1cccnc1)N1CCN(S(=O)(=O)c2cccs2)CC1,-7,-7,-1,1,7,-5,4,-37
CCOC(=O)C1CCN(c2c(-c3ccccc3)c3cc(Cl)ccc3[nH]c2=O)CC1,45,0,-2,2,13,7,27,-23
CCCCCSc1nnc(N)s1,4,-1,2,-6,-19,4,-1,-8
COc1ccc(-c2nnc(NC(=O)CS(=O)(=O)c3ccc(Cl)cc3)o2)c(OC)c1,-10,-3,0,10,-12,-6,6,5
COc1cc([N+](=O)[O-])ccc1NC(=O)NCc1ccco1,10,4,-2,1,-2,27,5,-17
CCNC(=O)C1CN(S(=O)(=O)c2ccccc2)CCN1S(=O)(=O)c1ccccc1 (configuration not stated),5,-3,-1,-5,0,10,8,16
COC(=O)c1cn(NC(=O)CCC2CCCC2)c(=O)c2ccccc12,4,-8,1,12,-12,6,9,9
CCCCCCC(=O)N/N=C/c1ccc(Br)cc1,12,-6,1,-11,12,-1,-8,-7
CC[C@@H](C)CN1C(=O)N[C@@H](CCc2ccccc2)C(C(C)=O)=C1C,0,3,-2,-13,-7,3,-2,-68
Cc1cc(=O)c(C(=O)O)nn1-c1ccccc1,8,0,-1,2,1,4,1,6
Cc1cc(C(=O)N/N=C/c2ccc(C)o2)c2ccccc2n1,-8,-2,-3,3,5,9,7,-1
CCOC(=O)C1=C(C)N(Cc2ccc(C(=O)O)cc2)C(=O)NC1c1ccc([N+](=O)[O-])cc1 (configuration not stated),-10,7,3,3,-2,-3,-6,12
CCOc1cccc(C=Nc2cc(C)cc(C)c2O)c1O,-7,-12,8,13,0,-2,0,-24
CCOc1ccc(NC2=C(OC)C(=O)c3ccccc3C2=O)cc1,-130,-5,-1,17,-1,22,-14,-6
CCOC(=O)c1oc2ccccc2c1COC(=O)CNC(=O)c1cccc(C)c1,11,-5,-5,-5,-5,9,-12,-1
COC(=O)C1=C(C)N(C)C(=O)NC1c1cc2c(cc1Br)OCO2 (configuration not stated),-2,8,-3,-5,-2,9,44,-13
COc1cccc(CN2CCN(C(=O)CCc3nnc(C4CCCCC4)o3)CC2=O)c1,9,4,0,5,7,2,-1,-6
N#C/C(=C\c1cccnc1)C(=O)Nc1ccccc1,·,-3,·,3,-8,7,1,·
CCOC(=O)/C(C#N)=C/c1c(N2CCN(c3ccccc3)CC2)nc2ccccn2c1=O,-6,6,-6,14,21,22,-14,29
CCN(CC)CCNc1ccc(CO)c2sc3ccccc3c(=O)c12,-143,-1,0,-4,-6,25,4,-6
CC(C)CC(=O)NCCCCc1ccccc1,7,3,-1,4,-9,3,-5,-14
COc1cc(Oc2nc(C(F)(F)F)nc3ccccc23)ccc1C=O,0,-1,1,30,-9,2,2,-6
Cc1ccc(Oc2cc(N3CCOCC3)nc(-c3ccccc3)n2)cc1,6,6,-3,-3,8,-16,1,11
CC(=O)NCc1ccc(S(=O)(=O)NC(C)CCc2ccccc2)cc1 (configuration not stated),2,6,-1,-7,5,-3,13,0
O=C(Nc1cccc(Cl)c1)N1N=CCC1c1ccccc1 (configuration not stated),8,5,-1,-4,16,20,6,12
O=C(O)CC(C(=O)N(c1ccccc1)c1ccccc1)N1CCOCC1 (configuration not stated),-1,-6,-2,-2,-11,17,2,18
O=C(CSc1nc2nn(-c3ccccc3)c(=O)c-2c2n1CCCCC2)Nc1ccccc1[N+](=O)[O-],1,8,7,14,6,14,-3,-18
O=C(Nc1ccccc1C(=O)NC(Cc1ccc(O)cc1)C(=O)O)c1ccccc1 (configuration not stated),8,-5,-3,0,-7,-7,-5,15
C=CCn1c(CNS(=O)(=O)c2ccc(Br)cc2)n[nH]c1=S,5,-5,4,7,-13,-10,-1,0
CC1(C)CN(c2ccccc2)N(C(=O)c2ccc(C#N)cc2)C1=O,15,-1,5,6,-3,12,-5,-7
CCOc1ccc(/C=C/C(=O)OC(C)C(=O)NC2CCCCC2C)cc1OC (configuration not stated),-2,12,4,-1,5,-6,-6,2
CC(C)CCN(CC(=O)NC1CCCC1)C(=O)C(=O)Nc1ccc2c(c1)OCCO2,-8,1,-4,-5,-1,8,18,8
CCOC(=O)N1CCN(CCC(=O)c2ccc(Cl)cc2)CC1,5,2,-4,-7,0,32,6,-1
COc1ccc(Cl)cc1NC(=O)CN(C)CC(=O)Nc1ccc(S(N)(=O)=O)cc1,28,0,1,-4,-19,-5,-16,1
CCC1=NN(C(=O)CCc2ccc3c(c2)OCO3)C(O)(C(F)(F)F)C1 (configuration not stated),2,-5,-3,-7,-8,11,-3,8
Cn1ncc(C#N)c1/N=C/N1CCCC1,-10,0,1,2,-5,-12,0,6
CCOC(=O)C1CCN(S(=O)(=O)c2ccc3c(c2)CC(C)N3C(=O)C2CC2)CC1 (configuration not stated),0,-5,-2,2,-4,15,6,-57
Cc1occc1C(=O)N1CCN(C(c2ccccc2)c2ccccc2)CC1,-3,6,-1,-6,11,16,-31,10
CCN(CC)S(=O)(=O)c1ccc(OC)c(N)c1,-12,-7,0,-3,-16,6,-9,14
Cc1ccc(-c2nc(CN(C)C3CCOC3)c(C)o2)s1 (configuration not stated),-2,3,0,1,-11,-5,-17,-3
CCCCCCCCCC(=O)NNC(=O)c1c(O)c2ccccc2n(CC)c1=O,-13,4,2,-6,6,-5,-3,-26
O=C1N/C(=N/O)S/C1=C/c1cccnc1,-23,7,-2,-8,8,-6,-12,7
CC(C)N1CCN(Cc2cccc(-n3cccn3)c2)CC1CCO (configuration not stated),-7,-10,-5,1,-2,-8,0,-20
COc1ccc(Nc2oc(COc3ccc(Cl)cc3)nc2C#N)cc1,-5,-2,4,-6,18,11,29,6
N#CC1(c2ccc(NC(=O)c3ccccc3F)cc2)CCCC1,-2,-1,-1,16,3,17,-106,6

# Profiles from above:
# Cc1ccc(-c2nc(CN(C)C3CCOC3)c(C)o2)s1 (configuration not stated) as listed: UBC13 inh: -2; CXCR6 block: 3; APJ agonist: 0; ATG4B inh: 1; EBI2 antag: -11; CCR6 antagonist: -5; Gli-Sufu block: -17; APJ antagonist: -3
# CCOC(=O)c1oc2ccccc2c1COC(=O)CNC(=O)c1cccc(C)c1 as listed: UBC13 inh: 11; CXCR6 block: -5; APJ agonist: -5; ATG4B inh: -5; EBI2 antag: -5; CCR6 antagonist: 9; Gli-Sufu block: -12; APJ antagonist: -1

# (further entries)
SMILES,UBC13 inh,CXCR6 block,APJ agonist,ATG4B inh,EBI2 antag,CCR6 antagonist,Gli-Sufu block,APJ antagonist
CSc1ccccc1NC(=O)CN(C)CC(=O)Nc1ccccc1F,-15,2,-3,-11,-7,4,0,-1
CCOC(=O)C1CCCN(CCC(=O)Nc2cccc(Cl)c2C)C1 (configuration not stated),1,6,0,-1,-3,-7,13,5
Cc1nnc(NC(=O)CSc2nc3ccccc3o2)s1,7,9,-2,-6,-2,-9,-2,-1
O=C(CCCN1C(=O)/C(=C/c2cccs2)SC1=S)NNC(=O)c1cccnc1,-20,-2,0,-1,6,12,-2,4
CCN(CC)C(=O)C(=O)c1cccn1-c1ccccc1C#N,-5,-1,7,-7,-12,-4,6,24
CN(CCCCCCN(C)Cc1ccccc1O)Cc1ccccc1O,-6,3,-4,10,-1,4,18,-1
CC(=Nc1ccc(C)c(C)c1)C1=C(O)CSC1=O,-6,6,-1,8,1,21,-53,11
O=C(Nc1ccc(NC(=O)c2ccco2)cc1)c1cnccn1,5,-11,-1,-9,5,9,6,6
COc1ccc(Cc2nnc(NC(=O)CS(=O)(=O)c3ccccc3)s2)cc1OC,-4,-2,2,4,1,-2,7,-5
Cc1ccccc1NC(=O)c1ccc2c(c1)N(C)CCS2,12,4,-6,-10,4,1,-59,16
Cc1ccc(S(=O)(=O)Nc2ccccc2F)cc1C(=O)OC(C)C(=O)N1CCOCC1 (configuration not stated),-6,4,-7,9,-11,16,-5,10
Cc1ccc(S(=O)(=O)NCCCCCC(=O)NCCc2ccccc2)cc1,-1,-1,1,-2,2,5,-3,-10
S=C1CCSc2ccc(Cl)cc2N1,-17,3,0,-6,3,16,6,1
COc1ccc(Cn2c(SCc3cc(C)ccc3C)nc3cc(OC)c(OC)cc3c2=N)cc1,44,7,-2,-9,19,4,18,12
CCN(CC)C(=O)C(Oc1ccc(C)nc1[N+](=O)[O-])c1ccccc1 (configuration not stated),1,3,0,-1,2,8,16,16
COc1ccc(NCC(=O)Nc2cccc(S(=O)(=O)N3CCCC3)c2)cc1Cl,7,1,1,-9,1,15,2,6
Cc1ncc(CN2CCC(CO)(CCc3ccccc3)CC2)s1,4,-2,-2,5,-3,8,1,-12
COc1ccc(OCc2cccc(C(=O)O)c2)cc1,-6,3,-3,6,-10,11,-210,-24
CCCCOc1ccc(N2C(=O)C(C)CNC2=S)cc1 (configuration not stated),·,4,·,1,-5,4,4,·
O=C1OC(c2ccccc2)c2ccccc21 (configuration not stated),-10,-4,0,-3,-3,0,2,-5
COc1ccc(Br)cc1C(=O)Nc1ccc(C(=O)NCC(C)C)cc1,21,2,-1,-8,0,3,22,8
COc1ccc(/C=C2\SC(=S)N(CC(=O)Nc3nnc(C)s3)C2=O)cc1,-20,12,-3,2,-7,19,-6,18
CCOc1ccccc1C(c1c(C)n(C)n(-c2ccccc2)c1=O)c1c(C)n(C)n(-c2ccccc2)c1=O,-4,13,-5,-6,2,20,8,19
Cc1cccc(OCc2nnc(-c3ccc(F)cc3)o2)c1,1,6,-2,-1,-3,9,-12,19
COc1cccc(NC(=O)COC(=O)c2nc3nccc(C)n3n2)c1,4,-3,-1,1,-9,10,-6,-26
COc1cc(/C=C2/C(=O)N(c3ccc(C(=O)O)cc3)N=C2C)cc(OC)c1O,-123,40*,-8,4,1,69*,-5,59*
COc1ccc(C)cc1N(CC(=O)NCCSCc1ccco1)S(=O)(=O)c1ccc(C)cc1,-4,9,-3,-2,14,22,-5,13
Oc1ccccc1CNc1cnc2ccccc2c1,15,-10,-3,-2,-1,5,5,9
Cc1cc(N2CCN(CC(O)C(F)(F)F)CC2)c2ccccc2n1 (configuration not stated),-2,11,-5,-2,-21,15,16,17
N#Cc1ccccc1,7,4,-2,5,-3,4,-3,1
Cc1ccc(S(=O)(=O)NC(CC(=O)n2nc(C)cc2C)c2ccccc2)cc1 (configuration not stated),-3,12,-2,-3,7,2,-4,7
COc1ccc(COc2cc(-c3cccc(OC)c3)nc3ccc(NC(=O)c4ccc(C)cc4)cc23)cc1,-6,-9,-3,-7,7,3,12,-4
Nc1nnc(Cc2c[nH]c3ccccc23)s1,-3,-2,2,-7,-11,13,6,-3
CCSc1ncc(Cl)c(C(=O)Nc2ccccc2OC)n1,-6,9,3,-5,-5,6,-5,-14
